Rac1 mut GTP – modulators of GTP binding to human Rac1 activated mutant; P63000; GST-Rac1 activated beads, fluorescent GTP binding, flow cytometry; actives lie on both sides; 100% means binding = to untreated wells; percent activity (GTP binding), % at 10 µM; hit rate 0.11% among 190,000; AID 764;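 active means GTP binding at least 20 percentage points away from the 100% baseline, in either direction, so actives lie on both sides; inconclusive means Compound likely fluorescent itself, or too few beads counted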
HRas wt GTP – human HRas wildtype GTP binding, change in either direction; GTP binding activity, % at 10 µM; GST-Ras wt beads, Bodipy-FL-GTP binding, flow cytometry; actives lie on both sides; hit rate 0.14% among 190,000; AID 759; P01112;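 active means GTP binding activity at least 20% away from the 100% baseline, either lowered as inhibitor or raised as activator; inconclusive means flagged as likely green fluorescent, judged across all proteins in the well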;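 further: 0% = unlabeled GTP competition control and 100% = no-compound control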
Target sequence (P01112 whole entry, looked up): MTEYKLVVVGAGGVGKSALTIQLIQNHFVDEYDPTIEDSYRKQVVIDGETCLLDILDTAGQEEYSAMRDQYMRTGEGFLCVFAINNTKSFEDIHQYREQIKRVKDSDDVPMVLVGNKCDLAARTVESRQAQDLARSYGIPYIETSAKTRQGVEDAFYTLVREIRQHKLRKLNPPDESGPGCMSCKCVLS
Rac1 wt GTP bind – modulators of human Rac1 wildtype GTP binding | P63000 | GST-Rac1 beads, fluorescent GTP binding, flow cytometry; actives lie on both sides; 0 = cold GTP competed, 100 = untreated | GTP binding activity (% of control), % at 10 µM | hit rate 0.27% among 190,000 | AID 757;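 active means GTP binding activity at least 20 points away from the 100% control level, either lower or higher; inconclusive means compound flagged as likely green fluorescent, judged across all proteins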
Bim-Bcl-2 – inhibitors of Bim-Bcl-2 interaction, human. P10415. Bead-based flow cytometry, Bim peptide-Bcl-2 binding. AID 950. inhibition, % at 10 µM. hit rate 0.06% among 190,000; in the data active means inhibition above about 40%; inconclusive means no clear call, values can overlap the other calls;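 further: 0% = no compound wells with probe peptide and 100% = reference peptide inhibitor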
Cdc42 wt – modulators (inhibitors or activators) of GTP binding to human Cdc42 wildtype; percent activity (GTP binding), % at 10 µM; hit rate 0.2% among 190,000; AID 761; GST-Cdc42 beads, Bodipy-GTP binding, flow cytometry; actives lie on both sides;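 active means percent activity GTP binding at least 20 points away from the 100% baseline, either down as inhibitor or up as activator; inconclusive means compound flagged as likely green fluorescent from well-wide comparison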;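 further: median bead fluorescence of bound Bodipy-FL-GTP at 100 nM; 0% = excess unlabeled GTP control and 100% = no compound control; below 100% means less GTP binding so inhibitor and above means activator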
Target sequence (P60953 whole entry, looked up): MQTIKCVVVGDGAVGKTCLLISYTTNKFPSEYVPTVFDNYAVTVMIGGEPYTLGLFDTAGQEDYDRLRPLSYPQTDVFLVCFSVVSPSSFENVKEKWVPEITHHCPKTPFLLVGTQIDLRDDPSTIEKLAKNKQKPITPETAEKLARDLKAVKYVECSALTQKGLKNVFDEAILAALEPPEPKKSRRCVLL
Bim-Bcl-W – disrupts Bim peptide binding to human Bcl-W; AID 952; Q92843; bead-based flow cytometry; inhibition, % at 10 µM; hit rate 0.02% among 190,000;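 further: 0% = bound tracer without compound and 100% = peptide blocker; higher means less fluorescent Bim peptide bound to Bcl-W beads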
Target sequence (Q92843 whole entry, looked up): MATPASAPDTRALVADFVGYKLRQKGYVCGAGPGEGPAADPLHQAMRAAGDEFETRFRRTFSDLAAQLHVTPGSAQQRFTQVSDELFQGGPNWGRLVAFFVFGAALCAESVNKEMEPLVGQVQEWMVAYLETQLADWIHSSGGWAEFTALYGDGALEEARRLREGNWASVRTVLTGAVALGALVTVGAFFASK
Bim-Bcl-B – human Bim-Bcl-B interaction inhibition. hit rate 0.073% among 190,000. Q9HD36. bead-based flow cytometry, Bim peptide-Bcl-B binding. inhibition, % at 10 µM;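 further: 0% = tracer peptide without compound and 100% = reference inhibitor peptide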
Target sequence (Q9HD36 whole entry, looked up): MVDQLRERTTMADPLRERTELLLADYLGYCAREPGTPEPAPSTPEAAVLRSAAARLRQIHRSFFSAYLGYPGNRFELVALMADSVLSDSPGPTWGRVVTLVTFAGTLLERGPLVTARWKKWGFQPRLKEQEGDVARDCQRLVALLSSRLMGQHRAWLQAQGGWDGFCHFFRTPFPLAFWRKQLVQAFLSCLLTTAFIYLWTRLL
Bfl-1 Bim block – human Bim-Bfl-1 interaction inhibition. Q16548. Bead-based flow cytometry, Bim-Bfl-1 binding inhibition. inhibition, % at 10 µM. hit rate 0.12% among 190,000. AID 1008;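 further: 0% = wells without compound plus tracer and 100% = blocker peptide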
Bim-Bcl-XL – human Bim-Bcl-XL interaction inhibition. Q07817. Bim peptide-Bcl-XL binding, bead flow cytometry, fluorescence. inhibition, % at 10 µM. hit rate 0.04% among 190,000. AID 1007
Target sequence (Q07817 whole entry, looked up): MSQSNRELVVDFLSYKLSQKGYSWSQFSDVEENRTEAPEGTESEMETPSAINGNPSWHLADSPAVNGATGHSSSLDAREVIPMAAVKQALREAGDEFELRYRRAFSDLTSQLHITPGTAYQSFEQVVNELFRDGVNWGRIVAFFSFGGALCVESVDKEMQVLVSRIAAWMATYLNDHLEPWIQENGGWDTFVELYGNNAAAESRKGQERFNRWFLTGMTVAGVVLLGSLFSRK
Rab2 wt GTP – changes GTP binding to wildtype dog Rab2A, up or down. P61105. GST-Rab2 wt beads, Bodipy-GTP binding, flow cytometry. GTP binding activity, % at 10 µM. hit rate 0.19% among 190,000. AID 760;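 active means GTP binding activity at least 20 points away from 100%, either lowered or raised; inconclusive means signal likely due to the compound's own green fluorescence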;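 further: 0% = beads with excess unlabeled GTP and 100% = no-compound control corrected for plate trend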
Rab7 wt GTP bind – alters GTP binding to wildtype dog Rab7; GST-Rab7 beads, fluorescent GTP binding, flow cytometry; actives lie on both sides; untreated = 100%, excess cold GTP = 0%; GTP binding activity (percent of control), % at 10 µM; hit rate 0.055% among 190,000;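 active means fluorescent GTP binding to Rab7 beads changed by at least 20 points from the 100% baseline, either direction, mostly lower; inconclusive means compound itself probably fluorescent, or too few beads counted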;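 further: median green fluorescence of bound Bodipy-FL-GTP per Rab7 bead population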
Numbers without * were called inactive; ? = inconclusive. Unless noted, no stated cut-off is given here; in the data, active means inhibition above about 40%.

SMILES	Rac1 mut GTP	HRas wt GTP	Rac1 wt GTP bind	Bim-Bcl-2	Cdc42 wt	Bim-Bcl-W	Bim-Bcl-B	Bfl-1 Bim block	Bim-Bcl-XL	Rab2 wt GTP	Rab7 wt GTP bind
Cc1cccc(C(=O)O/N=C(\c2ccccc2)c2cccnc2)c1	100	103	103	-6	103	-6	-9	-4	-7	100	99
Cc1ccc(O)c(C(=O)c2cnc3c(c2)c(-c2ccc(F)cc2)c(C#N)c(=O)n3C)c1	95	97	98	-2	93	0	-1	7	2	95	97
Cc1ccc(SCCC(=O)Nc2ccccc2C(=O)NC2CCCCC2)cc1	98	98	103	-3	100	-3	-6	0	-6	96	98
CCOC(=O)c1ccc(NC(=S)N(CCCN2CCN(C)CC2)Cc2cccs2)cc1	97	96	100	-6	96	-1	-8	-2	-2	95	88
COC(=O)[C@H](CCSC)NC(=O)Nc1ccc(C)cc1	96	99	97	-1	98	-2	0	0	-1	97	95
CC1=C(C(=O)OCC(C)C)C(c2ccsc2)C2=C(CCCC2=O)N1 (stereo not given)	99	100	100	-4	101	-4	-7	-1	-8	97	103
CN(C)CC(C)(C)CNC(=O)c1cc(=O)c2ccccc2o1	103	100	105	-2	105	-2	-4	-10	-6	97	95
N#Cc1ccccc1Sc1ccccc1C(=O)Nc1ccccc1	95	98	98	-3	97	0	0	0	-5	95	99
CCOC(=O)c1sc(NC(=O)/C=C/c2ccc(F)cc2)nc1C	97	97	97	-2	97	-3	-2	-5	-3	99	102
O=C(N/N=C/c1ccco1)c1cc([N+](=O)[O-])cc([N+](=O)[O-])c1	100	100	101	3	101	-1	-1	0	-3	102	96
COc1ccc(C(=O)OCC(=O)c2ccccc2)cc1S(=O)(=O)N1CCOCC1	95	100	101	-4	100	5	-1	-7	2	95	96
CCN(C(=O)COC(=O)c1cnc(C)cn1)C1CCCCC1	100	101	107	2	105	7	0	-7	-6	100	101
O=C(CNC(=O)c1cccs1)NCC(=O)OCc1ccc(F)cc1	95	100	97	2	98	7	0	5	0	100	105
COc1ccc(-c2cc(=O)c3ccccc3n2C)cc1	99	101	100	-28	99	-29	-40	-28	-26	101	98
COc1ccc(C)cc1NC(=O)Cn1cnc2sc(C)c(S(=O)(=O)N3CCOCC3)c2c1=O	100	102	108	-7	107	0	-6	-17	-4	103	97
CCC(CC)c1nnc(NC(=O)CCN2C(=O)c3ccccc3C2=O)s1	99	96	97	-2	97	0	0	1	0	101	100
CC1CCCC(NC(=O)c2n[nH]c(=O)c3ccccc23)C1C (stereo not given)	94	102	100	-1	102	0	-1	-4	0	103	102
C=CCNC(=O)Nc1ccc(F)cc1F	99	96	99	2	96	3	1	-2	2	99	91
COc1ccc(-c2cc(C(=O)Oc3ccc([N+](=O)[O-])cc3)c3ccccc3n2)cc1	?	?	?	-1	?	3	-6	-8	7	?	?
Cc1ccc(-c2cc3ccccc3nc2N2CCCC2)cc1	95	97	96	-9	97	-1	-9	-10	3	96	96
CCOC(=O)C1=C(O)/C(=C/c2cc(OC)c(O)c(OC)c2)SC1=Nc1ccc(OC)cc1	101	103	107	9	105	9	-17	20	2	100	99
COc1ccccc1C(=O)Oc1cc(N)n(S(=O)(=O)c2ccc(C)cc2)n1	98	102	102	-13	101	3	-7	-10	-5	98	103
CCCN1CCC(NC(=O)CCc2nnc(Cc3cc(OC)ccc3OC)o2)CC1	100	100	100	-3	103	-2	-4	-3	-5	99	97
Cc1cccc(NC2SC(=O)N(CC(=O)O)C2=O)c1 (stereo not given)	101	100	104	-2	99	-4	-3	0	-7	100	95
Cc1ccc2cccc(N)c2n1	97	100	102	0	99	0	19	-3	5	101	105
CCN(CC)S(=O)(=O)c1cc(C(=O)Nc2ccccn2)ccc1C	100	101	107	1	102	1	0	-1	-1	102	100
N#Cc1c(NC(=O)C2CC2)sc2c1CCCCC2	96	98	101	0	97	-2	-14	3	-2	95	96
COc1ccccc1NC(=O)C(=O)NCc1ccccc1Cl	101	102	109	-1	105	-4	-5	0	-8	103	103
CCOCCCNC(=O)CN1C(=O)C(CC)Oc2ccccc21 (stereo not given)	96	99	97	-10	98	1	-5	-13	-4	98	96
CC(=O)N1CCN=C1SCc1ccccc1	100	104	106	-7	103	0	-8	-10	-4	102	105
CC(C)c1ccc(NC(=O)c2n[nH]c(=O)c3ccccc23)cc1	96	99	98	-1	97	-3	-4	-4	-3	98	98
CCc1nnc2cccc(Cl)n12	97	99	99	-1	96	2	0	-4	0	101	105
Cn1c(SCc2cccnc2)nnc1-c1c[nH]c2ccccc12	100	99	99	-2	99	-1	-5	-10	-4	101	97
Cn1c(=O)n(C)c2cc([N+](=O)[O-])c(N3CCN(C(=O)c4cccc(F)c4)CC3)cc21	92	94	97	-3	88	1	-6	-7	0	91	94
Cc1ccc(C(=O)OCCn2cc(C#N)c(=O)[nH]c2=O)cc1	95	95	96	-5	96	-2	-7	-8	-3	93	96
CCOC(=O)C1(Cc2ccc(OC)cc2)CCN(C(=O)CCc2cccnc2)CC1	94	97	98	-8	96	-5	-3	-8	-5	95	99
CC(=O)c1sc(NC(=O)C2=NN(c3ccccc3)C(=O)CC2)nc1C	93	98	93	-2	105	3	-1	-4	0	98	105
COC(=O)c1sc2nc(C)cc(C)c2c1N	98	97	97	-4	95	-1	0	-5	-3	99	101
Nc1cc(=O)[nH]c(=O)n1CC1CC1	103	102	106	1	102	-1	-4	-1	-1	100	98
CC(C)c1nc(-c2ccc([N+](=O)[O-])cc2)cs1	100	102	105	-2	102	-2	-8	-3	-5	102	101
O=C(Nc1cc(Cl)cc(Cl)c1)C(NCCO)c1ccccc1 (stereo not given)	97	101	100	-1	101	0	-5	0	0	102	101
c1ccc2sc(SN3CCOCC3)nc2c1	99	100	99	-9	102	-3	-13	-10	-7	101	99
Clc1ccc(-c2nnn(Cc3nc4ccccc4s3)n2)cc1	93	95	94	5	94	-4	-2	0	0	91	94
Cc1ccc(NC(=O)CSc2nc(NS(=O)(=O)c3ccccc3)cc(=O)[nH]2)cc1	98	102	105	-3	105	5	-7	-4	3	100	103
CN(CCOc1ccc(-c2ccn(S(=O)(=O)c3cccc4ccccc34)n2)cc1)c1ccccn1	94	94	96	-12	96	-1	-10	-16	-20	95	92
Cn1c(SCC(=O)NC(C)(C)C)nnc1-c1cccc(NC(=O)c2ccccc2F)c1	95	97	100	-3	99	3	5	-1	3	97	97
CC(C)C(=O)OCC(=O)Nc1ccc(N=Nc2ccccc2)cc1	100	101	102	-8	102	-2	-7	-15	-7	99	99
CC(C)N(C(=S)NC1CC2CCC1C2)c1ccccc1 (stereo not given)	95	95	92	0	92	-4	-5	-3	-2	99	104
COC(=O)Cc1csc(Nc2ccccc2Cl)n1	98	99	100	-5	100	0	-2	-6	-4	98	101
CCc1ccc(NC(=O)CN2C(=O)C(=O)N(Cc3ccccc3)C2=O)cc1	95	95	94	-6	90	-3	-3	-8	-5	94	95
CCCCCCNC(=O)CCNS(=O)(=O)c1ccc(C)cc1	98	101	102	-4	101	0	-1	-1	-1	102	103
Cc1cccc(C)c1NC(=O)N1CCN(c2nc3ccccc3s2)CC1	99	102	102	0	101	-4	-8	-6	-4	101	101
O=[N+]([O-])c1cc2c(cc1/C=N/NS(=O)(=O)c1ccc(Br)cc1)OCO2	92	96	96	-3	92	-3	-26	2	-7	98	104
Brc1ccc(OCc2cn3ccccc3n2)cc1	96	97	98	2	96	-1	-2	-1	0	99	94
Nn1c(SCC(=O)NCc2ccccc2)nncc1=O	101	100	105	-1	104	-6	-7	-2	-9	99	99
Cc1cc(-c2n[nH]c(=S)n2/N=C/c2ccc(Cl)c([N+](=O)[O-])c2)n[nH]1	94	94	96	-8	97	-8	-24	-11	-12	92	99
COc1cccc(NC(=O)CN2CCN(c3nc(-c4cccc(OC)c4)cs3)CC2)c1	94	95	94	-8	97	-5	-9	-7	-7	96	98
CCOC(=O)C1CCCN(C(=O)c2cc(Cl)ccc2Cl)C1 (stereo not given)	97	102	104	-1	98	-2	0	-2	0	104	108
CN(C)c1ccc(C2NCC(CCl)O2)cc1 (stereo not given)	100	102	102	-7	101	0	-5	-9	-6	104	102
CCOC(=O)Cc1c(C)nc2c(-c3ccccc3)c(-c3ccccc3)[nH]n2c1=O	92	93	89	1	88	2	1	-2	0	95	98

Complete entries from above:
Shown for `CCOC(=O)C1CCCN(C(=O)c2cc(Cl)ccc2Cl)C1` (stereo not given) = Rac1 mut GTP: 97; HRas wt GTP: 102; Rac1 wt GTP bind: 104; Bim-Bcl-2: -1; Cdc42 wt: 98; Bim-Bcl-W: -2; Bim-Bcl-B: 0; Bfl-1 Bim block: -2; Bim-Bcl-XL: 0; Rab2 wt GTP: 104; Rab7 wt GTP bind: 108
Shown for `CCCCCCNC(=O)CCNS(=O)(=O)c1ccc(C)cc1` = Rac1 mut GTP: 98; HRas wt GTP: 101; Rac1 wt GTP bind: 102; Bim-Bcl-2: -4; Cdc42 wt: 101; Bim-Bcl-W: 0; Bim-Bcl-B: -1; Bfl-1 Bim block: -1; Bim-Bcl-XL: -1; Rab2 wt GTP: 102; Rab7 wt GTP bind: 103

Further entries.
SMILES	Rac1 mut GTP	HRas wt GTP	Rac1 wt GTP bind	Bim-Bcl-2	Cdc42 wt	Bim-Bcl-W	Bim-Bcl-B	Bfl-1 Bim block	Bim-Bcl-XL	Rab2 wt GTP	Rab7 wt GTP bind
COc1ccc(C(=O)NNC(=O)c2ccccc2[N+](=O)[O-])cc1[N+](=O)[O-]	92	94	96	-5	97	-3	-6	-3	-6	97	98
CN(C)S(=O)(=O)Oc1cccc(C(=O)Nc2ccc(Cl)cc2)c1	99	100	99	0	99	3	1	0	3	101	99
Cc1cc(C)c[n+](-c2nc3ccccc3nc2[N-]S(=O)(=O)c2cccs2)c1	99	98	105	-1	101	-3	-4	-3	-3	99	95
COc1ccc(CC(=O)OCC(=O)Nc2cccnc2Cl)cc1OC	97	94	96	-2	92	-4	0	0	0	96	92
NS(=O)(=O)c1cccc(NC(=O)CSc2nc3ccccc3n2-c2ccccc2)c1	94	93	94	-1	93	0	-3	4	-1	93	93
CSc1cccc(NC(=O)/C=C/c2ccccc2)c1	93	95	90	-15	97	-1	-7	-16	0	93	91
CC(=O)Nc1ccc(OCC(=O)NCCc2ccccc2)cc1	100	102	102	-1	101	-1	-4	-4	-2	101	96
O=C1C2C3C=CC(C4CC34)C2C(=O)N1/N=C/c1ccc(-c2ccc([N+](=O)[O-])cc2)o1 (stereo not given)	92	93	91	-3	90	-6	-21	-6	-4	93	103
COc1nc(-c2ccccc2)ncc1S(=O)(=O)c1ccccc1	96	98	95	-3	103	0	0	-3	-1	97	103
CC(=O)Nc1cccc(N/C(N)=N/c2nc(C)cc(C)n2)c1	97	96	101	0	97	5	-1	-6	2	96	98
Cn1cc(CCC(=O)N2CCCC(C(=O)c3cccc4ccccc34)C2)cn1 (stereo not given)	99	97	103	0	94	0	3	2	-1	94	93
CCCN1CCC(N(C)CCc2ccc(OC)c(OC)c2)CC1	99	97	97	-9	98	0	-6	-16	-1	97	100
